Fam108B counter: mouse Fam108B serine hydrolase inhibitors, primary screen, counter-screen for RBBP9 inhibitor project, biochemical, fluorescence polarization. hit rate 0.33% among 300,000. inhibition, % at 9.51 µM. recombinant Fam108B, FP-Rh probe fluorescence polarization. AID 1947, 2009;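 active means inhibition above the screen mean inhibition plus 3 SD, computed separately per campaign, cut at about 18% in these data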;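 further: inhibitors lower polarization as less probe binds the enzyme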
EBNA-1 inh: EBNA-1 DNA-binding inhibitors, primary screen, biochemical, fluorescence polarization | inhibition, % at 14.8 µM | hit rate 0.34% among 300,000; in the data active means inhibition above about 28%
MEX-5 binding: MEX-5 zinc finger RNA-binding disruptors – biochemical, C. elegans, fluorescence polarization, MLPCN library, primary screen | Zinc finger protein mex-5 (Caenorhabditis elegans), Q9XUB2 | MEX-5/FITC-TCR2 RNA binding; active compounds read low | hit rate 0.38% among 300,000 | activity score (negative = inhibition of binding), % at 10 µM;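 active means inhibition past about -25% in most replicates, and total fluorescence under double the plate's negative control median, limit read from the data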;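 further: 0% = DMSO and -100% = 5 µM competing unlabeled TCR2 RNA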
Target sequence (Q9XUB2 whole entry, looked up): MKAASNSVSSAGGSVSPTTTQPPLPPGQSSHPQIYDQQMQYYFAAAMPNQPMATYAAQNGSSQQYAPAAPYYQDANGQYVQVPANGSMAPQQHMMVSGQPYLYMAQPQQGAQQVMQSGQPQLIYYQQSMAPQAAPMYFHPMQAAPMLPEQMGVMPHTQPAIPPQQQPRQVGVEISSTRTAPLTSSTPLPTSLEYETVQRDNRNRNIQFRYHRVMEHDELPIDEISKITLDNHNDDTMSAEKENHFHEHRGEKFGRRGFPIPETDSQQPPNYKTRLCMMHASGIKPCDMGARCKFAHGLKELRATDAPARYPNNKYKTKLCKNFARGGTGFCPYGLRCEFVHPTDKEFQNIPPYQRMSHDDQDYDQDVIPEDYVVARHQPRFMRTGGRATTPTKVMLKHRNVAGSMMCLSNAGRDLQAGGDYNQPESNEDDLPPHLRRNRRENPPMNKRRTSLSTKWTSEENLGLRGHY
MCL1-BIM inh: inhibitors of MCL1 binding to BIM-BH3, primary screen, biochemical, fluorescence polarization; Induced myeloid leukemia cell differentiation protein Mcl-1 (Homo sapiens), Q07820; GST-MCL1 / FITC-Bim-BH3 fluorescence polarization; inhibition, % at 10.9 µM; hit rate 0.68% among 320,000;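 active means inhibition above the mean inhibition of all tested compounds plus 3 SD, set per campaign, cut at about 40% in these data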;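 further: 0% = DMSO wells and 100% = unlabeled Bim-BH3 peptide control; higher means more loss of mP so more displacement of Bim peptide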
BCLXL inh: inhibitors of human Bcl-xL, primary screen, biochemical, fluorescence polarization, HTS; Bcl-2-like protein 1 (Homo sapiens), Q07817; inhibition, % at 10.9 µM; hit rate 0.7% among 320,000; GST-Bcl-xL / FITC-Bim BH3 peptide fluorescence polarization;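 active means inhibition above the mean of all tested compounds plus 3 SD, cutoff set per campaign, cut at about 30% in these data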;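 further: 0% = DMSO wells and 100% = unlabeled Bim-BH3 peptide competitor; inhibitors lower millipolarization by displacing the labeled peptide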
Target sequence (Q07817 whole entry, looked up): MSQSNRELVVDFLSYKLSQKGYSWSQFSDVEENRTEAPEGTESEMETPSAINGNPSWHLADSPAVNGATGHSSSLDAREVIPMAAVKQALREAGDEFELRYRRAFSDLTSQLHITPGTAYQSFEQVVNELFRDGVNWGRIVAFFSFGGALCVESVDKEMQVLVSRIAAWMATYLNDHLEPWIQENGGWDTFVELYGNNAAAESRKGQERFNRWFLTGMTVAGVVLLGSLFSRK
Efflux pump mplx: inhibitors of Candida efflux pumps in yeast, primary screen, S. cerevisiae, Nile Red, multiplex | S. cerevisiae Candida pump triplex | inhibition, % at 10 µM | hit rate 0.44% among 330,000;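 active means plate passing quality check with inhibition over a set limit, or well fluorescence over plate mean plus 4 SD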;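 further: Nile Red retained in pooled yeast measured as flow cytometry median fluorescence; 0% = buffer negative control and 100% = Enniatin B positive control; higher means more Nile Red kept so more efflux inhibition; some compounds called inactive have numbers as strong as hits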
ZTA counter: blocks Epstein-Barr virus ZTA, an EBNA-1 counter-screen; hit rate 0.15% among 320,000; P03206; ZTA-DNA binding, fluorescence polarization; inhibition, % at 11 µM; in the data active means inhibition above about 33%
Target sequence (P03206 whole entry, looked up): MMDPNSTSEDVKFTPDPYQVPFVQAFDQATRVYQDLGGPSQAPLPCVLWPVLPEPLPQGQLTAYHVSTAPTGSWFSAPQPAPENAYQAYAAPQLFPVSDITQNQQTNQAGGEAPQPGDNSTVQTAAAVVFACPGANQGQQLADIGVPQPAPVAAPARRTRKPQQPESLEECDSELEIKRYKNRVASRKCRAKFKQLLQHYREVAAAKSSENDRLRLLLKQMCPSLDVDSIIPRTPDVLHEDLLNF
Yeast superoxide: reduction of superoxide in aged yeast, primary screen, HTS; superoxide response (% of plate mean), % at 10 µM; hit rate 0.18% among 330,000; S. cerevisiae aged cells, superoxide DHE fluorescence; active compounds read low;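 active means superoxide response under a set limit, about three screen SD below normal, cut at about 65% in these data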;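 further: yeast aged for seven days with compound at 30 °C before DHE staining; 100% = average MFI of all compound-treated wells on the plate with controls excluded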
GLD-1 TGE inh: GLD-1/TGE RNA complex disruptors, primary screen, biochemical, fluorescence polarization; inhibition, % at 5.96 µM; purified GLD-1 + fluorescein TGE RNA; hit rate 0.44% among 320,000; Female germline-specific tumor suppressor gld-1 (Caenorhabditis elegans), Q17339; AID 2280, 2010;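 active means percent inhibition above a per-plate cutoff, the plate mean of test compounds plus 3 SD, cut at about 30% in these data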;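 further: 0% = DMSO wells with GLD-1 and probe and 100% = wells lacking GLD-1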
* marks the source's active call; other numbers are inactive results; · = not tested or not shown.

Order of values: Fam108B counter, EBNA-1 inh, MEX-5 binding, MCL1-BIM inh, BCLXL inh, Efflux pump mplx, ZTA counter, Yeast superoxide, GLD-1 TGE inh
#1 CC1CCc2c(nc3ncnn3c2NCCc2ccccc2F)C1 (stereo not given)
→ -3.1, -10.0, 1.7, -2.9, 10.5, -0.1, -15.0, 99.4, -6.2
#2 CN(C)S(=O)(=O)c1ccc(N2CCCC2)c(C(=O)NCc2cccc(C(F)(F)F)c2)c1
→ 6.3, 6.4, 0.2, -2.9, 4.4, -0.1, -7.9, 85.8, -1.0
#3 O=C(C1CCCCC1)N1CCN(c2nc(-c3ccc(F)cc3)cs2)CC1
→ 0.4, -2.0, -2.7, -4.8, -1.5, 0.0, -16.1, 93.9, -2.7
#4 CCN(CC)c1nc(N)nc(N(c2ccccc2)c2ccccc2)n1
→ 2.0, 0.7, 1.1, -5.0, 0.4, 0.6, -2.8, 102.6, 0.3
#5 Cn1cc(-c2ccccc2C(=O)O)c(=O)c2ccccc21
→ -0.4, 8.8, 1.7, 2.9, 4.7, 0.0, 6.8, 94.9, -8.2
#6 Cc1cc(C)nc(Sc2ccc3nnc(C(F)(F)C(F)(F)C(F)(F)F)n3n2)n1
→ 5.9, 8.7, 0.1, 9.7, 4.8, -0.1, 0.4, 98.8, 7.7
#7 CCCc1cc(=O)[nH]c(SCC(=O)Nc2cccc(S(=O)(=O)N3CCCCC3)c2)n1
→ ·, ·, ·, -6.8, -4.4, -0.2, -3.1, 80.8, 2.2
#8 Cc1cc(O)c(-c2cc(C(=O)NCCc3ccc(S(N)(=O)=O)cc3)[nH]n2)cc1C
→ -7.5, 2.2, 1.0, -0.9, 2.6, 0.0, 15.8, 83.0, -1.2
#9 Cn1nccc1C(=O)NC(=S)Nc1cc(Cl)cc(Cl)c1
→ 4.8, -8.3, -6.7, 13.5, -3.6, 0.1, -2.6, 89.8, -5.7
#10 CC(=O)Nc1ccc(-c2nc3ccc(NC(C)=O)cc3o2)cc1
→ -5.2, -2.2, 1.7, -5.1, -2.0, 0.5, 7.1, 97.6, 4.7
#11 COc1cc(C(=O)NCC(=O)N/N=C\C(C)=C/c2ccccc2)cc(OC)c1OC
→ 0.5, 5.6, 0.2, -5.5, -2.7, 0.0, 0.5, 103.8, 3.3
#12 Cc1ccc(N2CCN(C(=O)NC3CCCCC3)CC2C)cc1 (stereo not given)
→ 0.9, -4.3, 1.6, -1.1, 1.2, 0.0, -24.8, 99.1, 6.9
#13 O=C(Nc1ccc(N2CCOCC2)c(Cl)c1)c1cccnc1
→ 3.4, -6.8, -1.0, 2.8, 8.5, 0.1, -6.8, 88.5, -8.0
#14 CC(C)Oc1cccc(C(=O)C2CCCN(Cc3cccn3-c3cccnc3)C2)c1 (stereo not given)
→ -2.3, 3.4, 1.9, -1.1, -2.2, 0.1, 1.4, 94.4, 2.8
#15 Cc1ccc(NC(=S)NNC(=S)NC2CCCCC2)cc1
→ -1.7, 3.1, -0.4, 7.3, 10.6, 0.1, -10.2, 117.4, -3.1
#16 Cc1onc(-c2ccccc2)c1C(=O)N1CCc2ccccc21
→ -1.2, 5.1, 1.9, 7.0, 7.7, -0.1, 12.0, 104.3, 4.0
#17 COc1ccc(Cl)cc1-c1nc(-c2ccc(NC(=O)c3cccs3)cc2)no1
→ -91.6, 2.2, -0.4, -5.8, -0.2, -0.5, 9.1, 96.0, 1.3
#18 COc1ccc(S(=O)(=O)Nc2cc(S(=O)(=O)c3ccccc3)c(O)cc2C)cc1
→ 3.9, -4.9, 0.7, 11.7, 6.9, -0.1, 8.6, 95.6, 7.4
#19 COc1ccc(/C=N/NC(=O)c2ccc3nc[nH]c3c2)c(OC)c1OC
→ -4.4, 10.0, 2.1, 7.2, 6.6, 0.0, 14.6, 97.6, -1.3
#20 CCOc1ccc(/C=C/C(=O)Oc2ccc(OC)cc2)cc1
→ 3.0, -0.2, 1.8, 10.9, 3.4, -0.1, -26.1, 100.7, 3.0
#21 O=C(c1ccccc1)c1ccccc1C(=O)N1CCOCC1
→ -5.3, -2.6, -0.5, -4.0, -2.0, 0.0, -5.4, 104.5, -2.8
#22 CCc1ccc(-c2nnn(Cc3nn[nH]n3)n2)cc1
→ 10.8, 8.1, 0.9, 4.3, -0.7, 0.0, 3.8, 107.8, -7.0
#23 O=C(N/N=C/c1ccc(OCc2ccccc2)cc1)c1ccncc1
→ -0.8, -8.5, -0.4, 0.1, -4.0, 0.8, 12.9, 119.2, -2.4
#24 Cc1ccc(-c2nnc(SCC(N)=O)n2C)cc1
→ 1.9, 4.7, -0.3, -1.9, -2.6, -0.2, 9.3, 94.3, -2.4
#25 Cc1nn(CCC(=O)NNC(=S)Nc2ccc(F)cc2)c(C)c1Br
→ -2.1, 8.9, -0.2, 9.6, 9.0, 0.0, 2.2, 98.7, 6.2
#26 CN(C)CCCn1c(SCc2ccc(Cl)cc2)nnc1-c1ccncc1
→ -2.1, 2.2, 1.6, -4.1, 1.7, -0.2, 7.8, 107.7, 0.8
#27 CCOc1cc(/C=C2\NC(=O)NC2=O)cc([N+](=O)[O-])c1O
→ -2.0, -4.1, -7.6, -1.1, 5.8, 0.1, -17.1, 122.5, -1.8
#28 Cc1ccc(C)c(C(=O)O/N=C(\N)c2ccc(Br)cc2)c1
→ 4.9, 6.0, 0.1, 13.7, 6.6, -0.1, -4.3, 97.7, 4.8
#29 COc1ccc(NC(=O)CNS(=O)(=O)c2ccc(Cl)cc2)cc1
→ 0.8, 0.1, 1.8, 2.7, 1.4, 0.1, 7.6, 103.6, 1.6
#30 O=C(CCCOc1ccc(Cl)cc1Cl)N1CCCc2ccccc21
→ 2.0, -4.0, 2.2, -1.6, -2.5, 0.0, 0.4, 106.5, 2.8

Arranged by the number under Efflux pump mplx (ascending): 3 of the compounds above.
| no. | SMILES | Efflux pump mplx |
| --- | --- | --- |
| 1 | CC1CCc2c(nc3ncnn3c2NCCc2ccccc2F)C1 (stereo not given) | -0.1 |
| 8 | Cc1cc(O)c(-c2cc(C(=O)NCCc3ccc(S(N)(=O)=O)cc3)[nH]n2)cc1C | 0.0 |
| 9 | Cn1nccc1C(=O)NC(=S)Nc1cc(Cl)cc(Cl)c1 | 0.1 |

The list goes on.
Order of values: Fam108B counter, EBNA-1 inh, MEX-5 binding, MCL1-BIM inh, BCLXL inh, Efflux pump mplx, ZTA counter, Yeast superoxide, GLD-1 TGE inh
#31 COC(=O)c1ccc(C2NC(=O)CCC2[N+](=O)[O-])cc1 (stereo not given)
→ 2.3, -5.5, 0.6, -2.1, 0.4, 0.0, -9.6, 103.3, 1.9
#32 Cc1occc1C(=O)NNC(=O)C1CCCCC1
→ -1.8, -3.2, 0.8, -10.2, 1.5, 0.0, -10.6, 107.8, 0.6
#33 N#Cc1c(N)c(C(=O)c2ccc(Cl)cc2)n2c1CCC2
→ -0.3, 6.2, -0.8, 3.1, 5.7, -0.2, 1.6, 78.8, 3.2
#34 O=C(O)c1ccc(-n2cccn2)nc1
→ -1.5, -4.7, -1.1, 0.1, 3.8, 0.0, -4.8, 79.0, 0.0
#35 C=CCn1c(-c2ccc(OC)c(OC)c2)n[nH]c1=S
→ 2.6, -3.8, 1.6, -17.1, -13.3, -0.1, -14.0, 83.3, -6.7
#36 CCOC(=O)C(C)Sc1nc2ccccc2c(=O)n1CC (stereo not given)
→ -1.0, -4.4, ·, 7.4, -0.5, -0.1, 3.9, 87.7, -6.2
#37 CCc1c(C)nc(SCC(=O)CC(=O)OC(C)C)c(C#N)c1C
→ -0.1, -9.1, 1.5, 4.2, 3.4, 0.1, 1.0, 85.9, -1.8
#38 Cc1ccc(-c2nn(-c3ccccc3)cc2C(=O)N2CCN(c3ccccn3)CC2)cc1
→ -3.3, 2.9, 1.8, 11.5, 9.8, -0.1, 6.0, 110.3, 8.1
#39 CS(=O)(=O)N(CC(=O)N1CCN(c2ccccc2)CC1)c1ccc(Cl)c(C(F)(F)F)c1
→ -0.5, -1.2, 0.8, 12.4, 9.9, 0.1, 4.8, 102.2, 2.0
#40 Cc1ccc(S(=O)(=O)N2CCC(C(=O)O)CC2)cc1C(=O)O
→ 3.9, -2.9, -1.5, -3.5, -0.3, -0.1, 13.0, 96.4, 0.6
#41 CCOC(=O)CSc1nc(C2CC2)nc2ccccc12
→ 5.9, -2.3, 0.6, 2.3, 4.8, 0.0, -20.5, 113.8, 5.3
#42 COC(=O)c1ccccc1NC(=O)c1cc2n(n1)C(C(F)F)CC(C(F)F)N2 (stereo not given)
→ 4.1, 3.9, 0.9, 5.4, 2.8, 0.0, 8.3, 97.3, -2.2
#43 CC(C)NC(=O)c1cc2ccccc2o1
→ -4.8, 11.1, ·, 4.4, 0.6, 0.1, 15.2, 93.2, 4.9
#44 Cc1nn(C(C)C)c(C)c1CN1CCN(Cc2ccsc2)C(CCO)C1 (stereo not given)
→ 1.2, 6.9, 2.2, 15.9, 3.1, 0.0, 6.9, 106.2, 4.1
#45 COc1ccc(CCN(C)CCc2ccc(OC)c(OC)c2)cc1OC
→ -3.5, -11.0, -0.7, 3.3, 2.1, 0.0, 4.6, 106.0, 1.5
#46 COc1ccc(S(=O)(=O)c2c(C)c(NS(=O)(=O)c3ccccc3)cc(C)c2O)cc1
→ 0.1, 0.0, 0.0, 1.5, 1.6, -0.3, 1.6, 93.7, -0.1
#47 O=C(COc1ccc(Br)cc1Cl)c1ccc[nH]1
→ 0.7, -2.5, -2.0, 1.2, 0.4, 0.3, 8.0, 112.9, 6.3
#48 O=C(N1CCOCC1)C12CC3CC(C1)CC(C(=O)N1CCOCC1)(C3)C2
→ 2.2, -24.6, 2.3, -4.7, 1.8, 0.2, -9.9, 113.2, -6.4
#49 O=C(CNC(=O)c1ccccc1Cl)NC1CCN(Cc2ccccc2)CC1
→ 1.4, -4.6, 0.3, -6.2, -4.8, 0.0, 0.1, 102.4, -1.3
#50 C/C(=N\OC(=O)c1ccc(F)cc1)c1sc(-c2ccc(Cl)cc2)nc1C
→ -3.2, -5.5, -2.5, -11.0, -2.1, 0.0, 9.6, 114.1, -0.9
#51 CCOc1cccc2c1OC1(C)CC2NC(=O)N1c1cccc(Cl)c1 (stereo not given)
→ -0.6, 13.2, 1.6, 12.1, 6.9, 0.1, 11.9, 95.0, 1.3
#52 CCOc1cc(/C=N/Nc2nc(=O)[nH]nc2C)ccc1O
→ 1.2, -4.1, -10.7, -4.1, -8.3, 0.0, -16.2, 92.9, 0.3
#53 C=CCOc1ccc(/C=C2\N=C(C)OC2=O)cc1OC
→ 2.1, -0.9, -3.4, -0.2, 1.5, 0.1, -0.5, 99.8, 4.0
#54 Cn1c(=O)c2c(nc(SCC(=O)NCc3ccc4c(c3)OCO4)n2Cc2ccc(F)cc2)n(C)c1=O
→ 1.7, -5.2, 1.6, 2.9, 4.8, 0.0, 1.4, 104.6, 3.5
